From PubChem
JMJD2C inh – human JMJD2C demethylase inhibition. Q9H3R0. 330,000 compounds, 0.069% hits. GST-JMJD2C(1-420) H3K9me3 demethylation, DELFIA europium. AID 2099. inhibition, % at 2.35 µM;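 active means more than half of a compound's replicate wells show inhibition beyond 50%, single wells judged on their own value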;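 further: signal counts dimethyl H3K9 product captured on neutravidin plate; 0% = median of DMSO wells and 100% = 0.3 times that DMSO median; strong numbers were not always called active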
Target sequence (Q9H3R0 1-420 limits assumed): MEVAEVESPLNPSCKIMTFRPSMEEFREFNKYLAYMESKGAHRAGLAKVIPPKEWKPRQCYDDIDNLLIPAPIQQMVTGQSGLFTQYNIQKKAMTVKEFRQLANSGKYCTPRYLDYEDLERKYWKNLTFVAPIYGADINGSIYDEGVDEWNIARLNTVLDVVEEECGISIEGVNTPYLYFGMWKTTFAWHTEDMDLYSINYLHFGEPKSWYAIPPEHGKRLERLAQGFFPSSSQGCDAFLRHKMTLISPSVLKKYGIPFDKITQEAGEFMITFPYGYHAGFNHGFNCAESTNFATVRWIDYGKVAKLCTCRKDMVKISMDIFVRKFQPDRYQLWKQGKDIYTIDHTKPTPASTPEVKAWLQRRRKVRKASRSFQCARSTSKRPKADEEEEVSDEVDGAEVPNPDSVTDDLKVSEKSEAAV
Efflux pump mplx – antifungal efflux pump inhibition, Nile Red retention | S. cerevisiae Candida pump triplex | inhibition, % at 10 µM | 330,000 compounds, 0.44% hits;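 active means plate passing quality check with inhibition over a set limit, or well fluorescence over plate mean plus 4 SD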;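 further: Nile Red retained in pooled yeast measured as flow cytometry median fluorescence; 0% = buffer negative control and 100% = Enniatin B positive control; higher means more Nile Red kept so more efflux inhibition; some compounds called inactive have numbers as strong as hits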
PREPL inh – human PREPL enzyme inhibition | 320,000 compounds, 0.68% hits | AID 2751 | recombinant PREPL, fluorescence polarization activity-based probe | Q4J6C6 | inhibition, % at 5.96 µM; in the data active means inhibition above about 43%;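 further: 0% = enzyme with DMSO and 100% = wells lacking enzyme; many of its hits are not listed in these tables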
PP1 inh – blocks human PP1-alpha phosphatase, a PP5 counter-screen; P62136; purified PP1alpha, OMFP fluorescence; inhibition, % at 6.7 µM; 320,000 compounds, 0.9% hits;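 active means inhibition above the mean inhibition of all tested compounds plus 3 SD, computed separately for each screening campaign, cut at about 15% in these data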
Target sequence (P62136 whole entry, looked up): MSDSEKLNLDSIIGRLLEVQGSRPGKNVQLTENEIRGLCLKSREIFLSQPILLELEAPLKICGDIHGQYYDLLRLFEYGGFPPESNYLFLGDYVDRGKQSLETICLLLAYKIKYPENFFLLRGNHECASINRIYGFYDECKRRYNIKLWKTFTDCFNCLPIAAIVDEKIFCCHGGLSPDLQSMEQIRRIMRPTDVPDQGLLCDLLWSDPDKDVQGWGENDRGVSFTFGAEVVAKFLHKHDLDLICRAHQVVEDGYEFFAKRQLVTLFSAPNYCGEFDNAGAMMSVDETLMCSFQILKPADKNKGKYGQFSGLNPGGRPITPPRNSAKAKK
PP5 inh – blocks human protein phosphatase 5 activity. 320,000 compounds, 0.18% hits. purified PP5c, OMFP substrate fluorescence. AID 1987. inhibition, % at 6.7 µM;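 active means inhibition above the campaign's mean inhibition across all tested compounds plus 3 SD, cut at about 9.5% in these data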;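 further: 0% = DMSO only and 100% = 100 µM cantharidin control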
TPT1 inh – blocks Candida albicans tRNA 2'-phosphotransferase | recombinant caTPT1, FP RNA substrate dephosphorylation | 300,000 compounds, 0.81% hits | AID 1962 | inhibition, % at 5 µM;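 active means inhibition above the mean of all tested compounds plus 3 SD, set per screening campaign, cut at about 24% in these data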;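 further: plate controls were DMSO alone for no effect and ferristatin control at 100 nM for full effect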
LYPLA2 inh – counter-screen for PME1 inhibitors: inhibitors of human LYPLA2 | 320,000 compounds, 0.38% hits | inhibition, % at 5.9 µM | O95372 | recombinant LYPLA2, FP-Rh probe fluorescence polarization;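 active means inhibition above the screen-wide mean plus 3 SD, limit set per campaign, cut at about 26% in these data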;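 further: 0% = LYPLA2 with DMSO and 100% = wells lacking LYPLA2 enzyme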
Target sequence (O95372 whole entry, looked up): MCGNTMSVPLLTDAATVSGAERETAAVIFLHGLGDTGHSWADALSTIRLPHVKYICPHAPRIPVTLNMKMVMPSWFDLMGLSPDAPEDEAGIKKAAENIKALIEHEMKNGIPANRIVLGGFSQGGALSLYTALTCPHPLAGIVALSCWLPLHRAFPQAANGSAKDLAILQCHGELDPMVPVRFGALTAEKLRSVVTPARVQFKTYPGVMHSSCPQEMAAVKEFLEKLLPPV
core dimer inh – HCV core protein dimerization inhibition; TR-FRET GST/Flag-core106 dimerization, 1536-well; inhibition, % at 5 µM; 300,000 compounds, 0.33% hits; AID 1899;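 active means inhibition above the mean of all tested compounds plus 3 SD, set per screening campaign, cut at about 45% in these data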
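assay system = GST-tagged and Flag-tagged HCV core protein residues 1-106 | controls = unlabelled core106 and no-GST-core106 wells | incubation = compound-protein-antibody incubation 4 h at 22.5 °C | probe or stimulus = Eu donor and XL665 acceptor anti-tag antibodies | read-out = % inhibition based on acceptor/donor emission ratio | signal = TR-FRET 671 and 617 nm emission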
CTSL1 counter – cathepsin L1 inhibition, PFM18AAP counter-screen; recombinant F. hepatica cathepsin L1, Z-Leu-Arg-MCA fluorescence; inhibition, % at 5.96 µM; 300,000 compounds, 0.49% hits; AID 1906;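 active means inhibition above the mean of all tested compounds plus 3 SD, set per screening campaign, cut at about 17% in these data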;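 further: 0% = plate median of test compound wells and 100% = 1 µM Z-Phe-Ala-diazomethylketone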
Starred values were filed as active, the others as inactive. A portion of the library, so the mix of outcomes need not match the whole.

For Cc1ccccc1-n1c(SCC(=O)NCC2CCCO2)nc2c([nH]c3ccccc32)c1=O (configuration not stated) the results were JMJD2C inh 2, Efflux pump mplx 0.0, PREPL inh 6, PP1 inh -3, PP5 inh 3.3, TPT1 inh 1, LYPLA2 inh -2, core dimer inh -5 and CTSL1 counter 0.
Screening CCCCN(C)CCCNC(=O)CN1C(=O)COc2ccc(S(=O)(=O)N3CCOCC3)cc21 returned JMJD2C inh 0, Efflux pump mplx -0.2, PREPL inh -1, PP1 inh -2, PP5 inh -1.1, TPT1 inh -2, LYPLA2 inh 0, core dimer inh 5 and CTSL1 counter -3.
Cc1ccc(C)c(NC(=O)CSc2nnc(-c3ccccc3C)o2)c1 was read as JMJD2C inh 6, Efflux pump mplx -0.1, PREPL inh -17, PP1 inh -1, PP5 inh 1.6, TPT1 inh -3, LYPLA2 inh -5, core dimer inh 0 and CTSL1 counter -1.
`Cc1c(C(=O)OC2CCCC2C)[nH]c2c1C(=O)CCC2` (configuration not stated) gave JMJD2C inh -2, Efflux pump mplx -0.1, PREPL inh -5, PP1 inh 0, PP5 inh 0.9, TPT1 inh 1, LYPLA2 inh 2, core dimer inh -2 and CTSL1 counter 3.
`CCn1c(=O)n(CC)c2cc(N3CCCC3)c(NC(=O)c3cccc(OC)c3)cc21` gave JMJD2C inh -12, Efflux pump mplx -0.4, PREPL inh -1, PP1 inh -2, PP5 inh -2.3, TPT1 inh -1, LYPLA2 inh -1, core dimer inh -10 and CTSL1 counter 2.
Screening O=c1ccc2c([nH]1)CCCCCCCCCC2 returned JMJD2C inh 1, Efflux pump mplx 1.0, PREPL inh -10, PP1 inh -4, PP5 inh 3.8, TPT1 inh -3, LYPLA2 inh -1, core dimer inh 1 and CTSL1 counter 1.
Screening NC12CC3CC(CC(C3)C1)C2 returned JMJD2C inh -6, Efflux pump mplx 0.1, PREPL inh -6, PP1 inh -1, PP5 inh -0.5, TPT1 inh 0, LYPLA2 inh 6, core dimer inh -4 and CTSL1 counter 1.
COc1cc(C(=O)OCC(=O)N2CCCCC2C)cc(NC(=O)c2cccs2)c1OC (configuration not stated) was read as JMJD2C inh 15, Efflux pump mplx 0.0, PREPL inh -1, PP1 inh 5, PP5 inh 2.0, TPT1 inh -1, LYPLA2 inh -3, core dimer inh 2 and CTSL1 counter 2.
CC(C)(C)OC(=O)CNC(=O)c1[nH]cnc1C(=O)Nc1ccc(Cl)cc1 was read as JMJD2C inh 15, Efflux pump mplx 0.0, PREPL inh 16, PP1 inh 1, PP5 inh 7.8, TPT1 inh 0, LYPLA2 inh -15, core dimer inh -4 and CTSL1 counter 6.
CCOC(=O)c1c(NC(=O)CN2C(=O)CN(C)C2=O)sc(C)c1C was read as JMJD2C inh 5, Efflux pump mplx 0.0, PREPL inh -2, PP1 inh -1, PP5 inh 3.1, TPT1 inh 3, LYPLA2 inh 1, core dimer inh 0 and CTSL1 counter -1.
O=C(NNC(=S)Nc1ccccc1Cl)c1ccccc1Cl was read as JMJD2C inh -6, Efflux pump mplx -0.1, PREPL inh 0, PP1 inh 1, PP5 inh 0.2, TPT1 inh -2, LYPLA2 inh -2, core dimer inh -9 and CTSL1 counter 1.
Screening Cc1ccc(-n2c(Cc3ccccc3)n[nH]c2=S)c(C)c1 returned JMJD2C inh 1, Efflux pump mplx -0.1, PREPL inh -12, PP1 inh -1, PP5 inh 1.2, TPT1 inh 2, LYPLA2 inh 0, core dimer inh -12 and CTSL1 counter 8.
`Cc1ccc2c(c1)cc(CN(Cc1cccnc1)C(=O)NCc1ccccc1)c1nnnn12` gave JMJD2C inh -7, Efflux pump mplx 0.3, PREPL inh 0, PP1 inh -6, PP5 inh -4.3, TPT1 inh 0, LYPLA2 inh 0, core dimer inh -1 and CTSL1 counter 5.
For O=C(Nc1ccc2oc(-c3ccccc3)nc2c1)c1ccccc1F the results were JMJD2C inh -11, Efflux pump mplx -0.1, PREPL inh -5, PP1 inh 0, PP5 inh -2.5, TPT1 inh 0, LYPLA2 inh 1, core dimer inh -4 and CTSL1 counter 4.
CCN(CC)S(=O)(=O)c1cccc(-c2cn3cccnc3n2)c1 was read as JMJD2C inh -1, Efflux pump mplx 0.0, PREPL inh -1, PP1 inh 4, PP5 inh 0.1, TPT1 inh -2, LYPLA2 inh -3, core dimer inh 2 and CTSL1 counter -7.
`Cc1ccnc(SCC(=O)N2CCc3ccccc3C2)n1` gave JMJD2C inh -8, Efflux pump mplx 0.1, PREPL inh 4, PP1 inh -8, PP5 inh 4.7, TPT1 inh 4, LYPLA2 inh -6, core dimer inh -3 and CTSL1 counter -3.
Screening Cc1ccc(-c2csc3nc(=O)c(C)nn23)cc1 returned JMJD2C inh 0, Efflux pump mplx -0.1, PREPL inh 3, PP1 inh 0, PP5 inh 0.6, TPT1 inh 1, LYPLA2 inh -2, core dimer inh -2 and CTSL1 counter -2.
Screening Cc1ccc(NC(=O)CN(c2cc(C)cc(C)c2)S(=O)(=O)c2c(C)noc2C)nc1 returned JMJD2C inh 6, Efflux pump mplx 0.2, PREPL inh -2, PP1 inh -2, PP5 inh 2.7, TPT1 inh -2, LYPLA2 inh 1, core dimer inh 1 and CTSL1 counter -1.
`COc1ccc(NC(=S)N2CCC(c3nc4ccc(Cl)cc4[nH]3)CC2)c(OC)c1` gave JMJD2C inh 3, Efflux pump mplx 0.0, PREPL inh 8, PP1 inh -2, PP5 inh 3.7, TPT1 inh 0, LYPLA2 inh 1, core dimer inh -2 and CTSL1 counter 0.
For Cc1onc(-c2c(Cl)cccc2Cl)c1C(=O)N1CCN(c2ccc(F)cc2)CC1 the results were JMJD2C inh -6, Efflux pump mplx -0.1, PREPL inh -15, PP1 inh 0, PP5 inh 0.9, TPT1 inh -4, LYPLA2 inh 13, core dimer inh 7 and CTSL1 counter 1.
For COc1cc2c(cc1OC)CN(C(=O)c1cccc([N+](=O)[O-])c1)CC2 the results were JMJD2C inh -1, Efflux pump mplx 0.1, PREPL inh 2, PP1 inh -1, PP5 inh 2.8, TPT1 inh 1, LYPLA2 inh 3, core dimer inh 3 and CTSL1 counter 8.
Screening COc1ccc(-n2c(N)c(Br)c(=O)[nH]c2=O)cc1 returned JMJD2C inh 14, Efflux pump mplx -0.1, PREPL inh 4, PP1 inh -6, PP5 inh -1.1, TPT1 inh -3, LYPLA2 inh 0, core dimer inh -7 and CTSL1 counter 0.
CCN(CC)S(=O)(=O)c1ccc2nc(CSc3nnnn3-c3ccc(O)cc3)[nH]c2c1 was read as JMJD2C inh -4, Efflux pump mplx 0.1, PREPL inh 16, PP1 inh -3, PP5 inh 1.3, TPT1 inh -4, LYPLA2 inh -4, core dimer inh 2 and CTSL1 counter -3.
C=CCOc1ccc(C2C(C#N)=C(N)N(N(C)C)C3=C2C(=O)CCC3)cc1 (configuration not stated) was read as JMJD2C inh 8, Efflux pump mplx -0.3, PREPL inh 6, PP1 inh 2, PP5 inh -0.6, TPT1 inh 0, LYPLA2 inh 5, core dimer inh -1 and CTSL1 counter -1.
COc1ccc(C(=O)c2c(-c3ccc(OC)cc3)oc3ccc(-c4ccc(OC)nc4)cc23)cc1 was read as JMJD2C inh 5, Efflux pump mplx 0.2, PREPL inh 5, PP1 inh -4, PP5 inh -3.1, TPT1 inh 3, LYPLA2 inh -4, core dimer inh -39 and CTSL1 counter -5.
For O=C(CN1CCOc2ccccc21)NC1CC1 the results were JMJD2C inh 2, Efflux pump mplx -0.1, PREPL inh 3, PP1 inh -5, PP5 inh -2.0, TPT1 inh -3, LYPLA2 inh -1, core dimer inh -2 and CTSL1 counter 4.
CC(OC(=O)c1ccc(-c2ccc([N+](=O)[O-])cc2)o1)C(=O)NC(N)=O (configuration not stated) was read as JMJD2C inh 3, Efflux pump mplx 0.0, PREPL inh 3, PP1 inh -3, PP5 inh 0.8, TPT1 inh -3, LYPLA2 inh 1, core dimer inh 3 and CTSL1 counter -27.
Screening CC(C)c1ccc(NC2CCCN(C(=O)CN3C(=O)CSC3=O)C2)cc1 (configuration not stated) returned JMJD2C inh -5, Efflux pump mplx -0.1, PREPL inh 4, PP1 inh -3, PP5 inh 1.9, TPT1 inh 0, LYPLA2 inh -3, core dimer inh 6 and CTSL1 counter -1.
`Cc1c2cnn(CC(=O)O)c(=O)c2c(C)n1Cc1ccccc1` gave JMJD2C inh -7, Efflux pump mplx 0.2, PREPL inh 15, PP1 inh -3, PP5 inh 2.0, TPT1 inh -4, LYPLA2 inh 1, core dimer inh -1 and CTSL1 counter 6.
`Cc1ccc2nc(-c3ccncc3)cc(C(=O)Nc3ccc(OC(F)F)cc3)c2c1` gave JMJD2C inh -1, Efflux pump mplx 0.0, PREPL inh 7, PP1 inh 8, PP5 inh 5.5, TPT1 inh 1, LYPLA2 inh -11, core dimer inh 0 and CTSL1 counter -4.
`COc1ccc(/C=C2/C(=N)N3C(=NC2=O)Sc2cc(S(C)(=O)=O)ccc23)cc1OC` gave JMJD2C inh 3, Efflux pump mplx -0.2, PREPL inh -2, PP1 inh -4, PP5 inh 1.1, TPT1 inh 11, LYPLA2 inh -6, core dimer inh 1 and CTSL1 counter -2.
`Cc1ccc(CNC(=O)C(=O)NCC2CCCN2S(=O)(=O)c2cccs2)cc1` (configuration not stated) gave JMJD2C inh 2, Efflux pump mplx 0.0, PREPL inh -2, PP1 inh 2, PP5 inh -1.3, TPT1 inh 0, LYPLA2 inh -2, core dimer inh 5 and CTSL1 counter -1.
For O=C(CSc1nc(CCC2CCCC2)nc2ccccc12)NCc1ccc2c(c1)OCO2 the results were JMJD2C inh -4, Efflux pump mplx 0.2, PREPL inh 4, PP1 inh 13, PP5 inh 5.5, TPT1 inh -2, LYPLA2 inh 0, core dimer inh 21 and CTSL1 counter 1.
COc1ccccc1NC(=O)C[n+]1ccccc1 was read as JMJD2C inh -8, Efflux pump mplx 0.0, PREPL inh 1, PP1 inh -5, PP5 inh 1.3, TPT1 inh -8, LYPLA2 inh -1, core dimer inh -3 and CTSL1 counter -2.
Cc1cc(C)c(NC(=O)CSc2nnc(SCC(=O)Nc3c(C)cc(C)cc3C)n2N)c(C)c1 was read as JMJD2C inh -6, Efflux pump mplx 0.2, PREPL inh 10, PP1 inh -2, PP5 inh 0.7, TPT1 inh -4, LYPLA2 inh -4, core dimer inh 5 and CTSL1 counter -1.
`Cc1ccc(CNC(=O)CCn2cc(-c3ccc(C)cc3)nc2-c2ccncc2)cc1` gave JMJD2C inh 6, Efflux pump mplx 0.0, PREPL inh -1, PP1 inh -3, PP5 inh 0.5, TPT1 inh -4, LYPLA2 inh 1, core dimer inh 14 and CTSL1 counter 0.
